M17LAP inhibition = P. falciparum M17LAP inhibitors, primary screen, biochemical, fluorogenic H-Leu-NHMec substrate, 1536-well (AID 1619); 220,000 tested, 0.38% active; recombinant M17LAP, H-Leu-NHMec fluorogenic kinetic assay; higher % means a stronger effect; inhibition, % at 30 µM, or IC50 in µM where a hit was titrated;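 active means compound inhibiting the enzyme by more than half at any dose during confirmatory dose-response retesting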;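 further: plate controls were full reaction with DMSO carrier for no effect and no enzyme background for full effect; strong numbers were not always called active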
Autophagy HCS = autophagy modulation, high-content screen; 190,000 tested, 0.98% active; MEF GFP-LC3 puncta imaging; test concentration mostly 10 µM; calls only at 10 µM (by protocol);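 active means percentage of spot-positive cells more than 3 SD above its plate mean, without a fluorescence outlier flag or 80% toxicity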;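 further: spot-positive cell cutoff set from DMSO-treated cells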
Ins promoter up = MIN6 insulin promoter up-regulation; z-score at 5 µM; AID 1625; 190,000 tested, 0.3% active; MIN6 insulin promoter-GFP reporter, high-content imaging; active compounds read high;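 active means z-score above 3 at 5 µM with at least 500 cells counted in the well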
Yfh1-depleted yeast = enhancers of respiration in Yfh1-depleted yeast, dose response, Friedreich's ataxia, plus single-dose screen (AID 1465); fold induction at 50 µM; hits with a dose series show EC50 in µM; 220,000 tested, 0.074% active; S. cerevisiae Yfh1-off respiration, WST-1 reduction, 72 h; higher fold induction means a stronger effect;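 active means fold induction of absorbance versus untreated yeast above a set limit, then at least 30% activation at any dose in follow-up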;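 further: activators that raise dye reduction in frataxin-depleted yeast; strong numbers were not always called active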
Hep lipid drop = hepatic lipid droplet formation modulation. AML12 mouse hepatocytes, oleate lipid droplets, BODIPY imaging. inhibition, % at 6.5 µM. 240,000 tested, 0.4% active. AID 1656;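 active means lipid droplet intensity inhibited by at least 50%, with more than 500 cells counted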
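Assay system: AML12 mouse liver cells | Compound: 6.5 µM single-point dosing | Schedule: Overnight exposure | Technique: Fluorescence imaging, 20x objective, two fields per well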
Dynein cargo inh = dynein cargo transport inhibition; 220,000 tested, 0.47% active; AID 1381; 3617.4 mouse cells, GR-EGFP nuclear translocation imaging; test concentration mostly 20 µM; stimulated with dexamethasone, 1 µM; active compounds read low; z-score, hits read low;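 active means plate z-score of nuclear minus cytoplasmic receptor signal below a set negative limit, without overly bright fluorescence or cell loss, cut at about -3.5 in these data, passing the limit was not always enough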;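 further: z-score of nuclear minus cytoplasmic ring GR-EGFP intensity difference per well; some compounds called inactive have numbers as strong as hits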
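Schedule: 48 h induction, then 1 h compound, then 30 min agonist, 37 °C. Buffer or medium: tetracycline-free induction medium containing charcoal-stripped FBS. Reagent: 1.0 µM final dexamethasone stimulus. Evaluation: nuclear versus cytoplasmic GR-EGFP signal, averaged per well. Signal: high-content fluorescence imaging after fixation.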
MT stabilize HCS = stabilizes microtubules in HeLa cells; HeLa tubulin immunostaining HCS, 24 h; share of cells brighter than vehicle mean+2SD; % tubulin-high responders, % at 10 µM; 200,000 tested, 0.83% active;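 active means plate Z-score above 3 for both tubulin-high and condensed-nucleus cell shares, with cell loss under 80%, at 10 µM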;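 further: anti alpha tubulin signal scored within the nucleus-defined area of each cell; some results filed as inactive read as strong as hits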
M1AAP inhibition = P. falciparum M1AAP inhibitors, biochemical, fluorogenic H-Leu-NHMec substrate, 1536-well (AID 1445); recombinant M1AAP, H-Leu-NHMec fluorogenic kinetic assay; higher % means a stronger effect; inhibition, % at 30 µM, or IC50 in µM where a hit was titrated; 220,000 tested, 0.42% active;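 active means primary inhibition above the hit cutoff, then over 50% inhibition at one or more dose response concentrations, cut at about 23% in these data, passing the limit was not always enough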;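 further: plate controls were DMSO full reaction for no effect and no enzyme background for full effect; strong numbers were not always called active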
CSM14.1 death rescue = rescue of cells from ER stress-induced death, primary screen, 384-well, CSM14.1, thapsigargin, ATP luminescence (AID 1222). CSM14.1 thapsigargin-induced death rescue, ATP luminescence; higher % means a stronger effect. cellular ATP content (survival), % at 20 µM; hits with a dose series show EC50 in µM. 190,000 tested, under 10 active;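 active means EC50 below 50 µM in the dose-response confirmation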;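 further: death triggered by thapsigargin at about 15 µM added after 2 h compound pretreatment; cell ATP read after overnight thapsigargin exposure of roughly 18 to 22 hours; normalized against plate controls of thapsigargin alone and 5% DMSO vehicle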
Dynein cargo inh cytoplasmic EGFP = also measured in Dynein cargo inh; calls as there; z-score; measured here: cytoplasmic GR-EGFP intensity; active compounds read high
Dynein cargo inh nuclear GR-EGFP = also measured in Dynein cargo inh; calls as there; z-score; measured here: nuclear GR-EGFP intensity;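 lower value marks the stronger effect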
Dynein cargo inh cell count = recorded beside Dynein cargo inh, whose call it bears; z-score; measured here: cell count per field
Ins promoter up cell count = further read-out of Ins promoter up, marked with its call; cell count; measured here: cytotoxicity, nuclei count;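 total cells summed across four imaged fields per well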
Hep lipid drop cells 6.5 µM = further read-out of Hep lipid drop, marked with its call; cell count; measured here: cell count, cytotoxicity flag;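 cells counted across two imaged fields per well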
MT stabilize HCS Hoechst-high % = recorded beside MT stabilize HCS, whose call it bears; % Hoechst-high responders; measured here: nuclear condensation Hoechst responders;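 share of cells brighter than vehicle mean plus two SD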
MT stabilize HCS cytotoxicity % = recorded beside MT stabilize HCS, whose call it bears; toxicity, %; measured here: cytotoxicity by cell density;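 0% = mean cell density of plate MIN control wells and 100% = no cells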
Autophagy HCS cell loss 18 h = recorded beside Autophagy HCS, whose call it bears; toxicity, %; measured here: cell loss, nuclei count;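 cell loss after 18 h compound exposure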
* = called active by the depositor; i = inactive; / = not tested or not shown; + = active, no number.

Fields – MT stabilize HCS	Yfh1-depleted yeast	Autophagy HCS cell loss 18 h	Dynein cargo inh nuclear GR-EGFP	Dynein cargo inh cell count	M1AAP inhibition	MT stabilize HCS cytotoxicity %	Ins promoter up	Dynein cargo inh cytoplasmic EGFP	Autophagy HCS	MT stabilize HCS Hoechst-high %	Hep lipid drop cells 6.5 µM	Ins promoter up cell count	M17LAP inhibition	Dynein cargo inh	Hep lipid drop	CSM14.1 death rescue
(1) Cc1cccc2cc(C#N)c(SCC(=O)Nc3ccccc3N3CCOCC3)nc12
 : 4.5	i	2.2	0.178	-0.261	12.3%	3.0	1.27	-0.135	i	1.8	770	1094	3.6%	0.289	9.1	-0.3%
(2) O=C(c1ccco1)N1CCN(Cc2nc(-c3cccs3)no2)CC1
 : 2.3	i	9.5	1.26	-1.8	1.5%	0.4	1.98	-0.000524	i	1.0	743	1402	-0.1%	1.98	-3.3	-1.3%
(3) CCn1c2ccccc2c2cc(NC(=O)c3ccco3)ccc21
 : 3.8	i	5.8	0.575	-0.315	5.0%	6.7	-0.67	-0.12	i	3.4	730	1232	0.4%	0.244	5.2	-0.8%
(4) Cc1ccc(NC(=O)c2csc3c2CCCC3)cc1
 : 3.7	i	10.5	0.241	-0.0885	0.8%	8.1	0.12	-0.321	i	2.9	683	1172	-1.1%	-0.134	2.8	-1.0%
(5) CCOC(=O)CCNC(=O)Nc1ccc2nc(C)n(Cc3cccc(Cl)c3)c(=O)c2c1
 : 4.7	i	-1.5	0.547	-1.65	1.7%	2.3	0.27	-0.196	i	2.7	790	1137	1.4%	0.433	11.8	-0.1%
(6) CCCCNC(=O)C1C2C=CC(C2)C1C(=O)O (centres undefined)
 : 2.0	i	11.9	0.979	-1.77	5.8%	11.3	-0.08	-0.2	i	2.6	661	1362	6.3%	1.48	-2.9	8.8%
(7) COc1cc(OC)c(OC)cc1C=NCC1(c2ccccc2)CCCC1
 : 2.2	i	19.9	0.519	0.139	5.9%	8.6	-0.34	-0.157	i	2.3	/	1670	19.1%	0.36	/	1.2%
(8) Cc1cc(C)c(C(=O)O)c(Cl)n1
 : 6.4	i	16.4	-0.505	0.768	18.6%	4.1	0.18	-0.215	i	2.7	682	1590	-6.9%	-0.593	-13.6	1.1%
(9) COC(=O)C1=NN(c2ccc(C)cc2)C2C(=O)N(c3ccccc3OC)C(=O)C12 (centres undefined)
 : /	i	/	0.421	0.183	9.0%	/	0.24	-0.225	/	/	676	927	-9.7%	-0.0332	2.5	/
(10) COCC(=O)N(Cc1ccccc1)c1ccccn1
 : 4.6	i	26.3	0.273	0.286	17.1%	4.0	0.15	-0.232	i	2.3	635	1192	13.0%	0.514	-1.6	/

New compounds follow
Fields – MT stabilize HCS	Yfh1-depleted yeast	Autophagy HCS cell loss 18 h	Dynein cargo inh nuclear GR-EGFP	Dynein cargo inh cell count	M1AAP inhibition	MT stabilize HCS cytotoxicity %	Ins promoter up	Dynein cargo inh cytoplasmic EGFP	Autophagy HCS	MT stabilize HCS Hoechst-high %	Hep lipid drop cells 6.5 µM	Ins promoter up cell count	M17LAP inhibition	Dynein cargo inh	Hep lipid drop	CSM14.1 death rescue
(11) CCOC(=O)C1C(=O)NC(c2ccccc2)=NC1c1cccc(Br)c1 (centres undefined)
 : 2.0	i	-3.4	-0.283	0.255	1.3%	2.5	0.07	-0.201	i	2.3	669	1270	-5.6%	-0.349	2.0	0.3%
(12) Cc1ccc(C(=O)OCC(=O)NCc2ccco2)cc1
 : 1.5	i	-10.6	0.531	-0.448	0.1%	8.8	0.63	-0.372	i	1.5	807	747	-8.8%	0.331	0.8	-1.5%
(13) COc1ccc(C(=O)c2ccc(OC)c(N)c2)cc1N
 : 33.6*	i	66.6*	1.53	-1.42	-0.3%	64.2*	0.7	-0.237	+	34.7*	725	790	23.1%	1.12	-18.4	-2.8%
(14) COc1ccc(NC(=O)C2CCN(C(=O)NCc3ccccc3)CC2)cc1
 : 5.4	i	12.5	0.0173	0.148	7.3%	7.7	-0.69	-0.202	i	2.6	/	1082	4.8%	-0.358	/	0.8%
(15) Cc1ccc(OCCCc2c(C)n[nH]c2C)cc1
 : 2.0	i	2.2	1.07	-0.93	0.3%	0.9	/	0.425	i	1.6	796	/	3.4%	0.323	2.5	2.3%
(16) COc1ccccc1/C=C/C(=O)NNC(=O)c1cccs1
 : 3.4	i	16.2	0.72	-1.45	4.3%	6.9	0	-0.182	i	3.5	675	1541	-0.2%	0.0737	17.6	-2.5%
(17) COc1ccc(-c2[nH]ncc2CN2C[C@@H]3CCC[C@H]2C3)c(F)c1
 : 3.5	i	0.5	-0.33	0.496	10.5%	6.9	1.17	-0.277	i	1.5	698	1391	23.7%	-0.6	-1.2	-0.4%
(18) CC(C)(C)S(=O)c1cccs1 (centres undefined)
 : 1.7	i	-12.9	1.96	-1.22	2.8%	8.1	0.68	0.275	i	1.6	776	931	5.8%	2.21	17.3	-0.1%
(19) CCc1nc(SCC(=O)Nc2sc(C)c(C)c2C(=O)OC)c2ccccc2n1
 : 1.4	i	22.3	1.92	-1.5	3.5%	21.0	-1.07	-0.00427	i	2.2	/	1265	1.9%	2.82	/	1.1%
(20) Cn1ccc(NC(=O)Nc2cccc(C(F)(F)F)c2)n1
 : 5.4	i	-49.1	1.16	-0.978	9.9%	9.5	0.7	-0.226	i	1.1	648	1526	1.5%	1.93	-1.3	-0.4%

Next section:
Fields – MT stabilize HCS	Yfh1-depleted yeast	Autophagy HCS cell loss 18 h	Dynein cargo inh nuclear GR-EGFP	Dynein cargo inh cell count	M1AAP inhibition	MT stabilize HCS cytotoxicity %	Ins promoter up	Dynein cargo inh cytoplasmic EGFP	Autophagy HCS	MT stabilize HCS Hoechst-high %	Hep lipid drop cells 6.5 µM	Ins promoter up cell count	M17LAP inhibition	Dynein cargo inh	Hep lipid drop	CSM14.1 death rescue
(21) CCCCC(=O)Nc1ccc(C(=O)NNC(=O)CCc2ccccc2)cc1
 : 3.2	i	-25.9	0.828	0.327	3.9%	4.6	0.56	0.311	i	1.7	/	1424	6.3%	0.376	/	2.4%
(22) Cc1cc(N2CCCC2)c(C)cc1C=O
 : 1.4	i	7.3	-0.134	0.657	17.1%	6.3	0.2	0.0561	i	0.5	779	920	14.9%	-0.709	-1.7	0.6%
(23) CCN(CC)S(=O)(=O)c1ccc(NC(=O)c2ccccn2)cc1
 : 2.9	i	7.1	0.466	-0.415	14.8%	4.3	-1.6	-0.151	i	1.4	699	869	15.2%	0.742	4.2	3.7%
(24) COc1nn(CC(=O)N2N=C(C)CC2(O)C(F)F)cc1[N+](=O)[O-] (centres undefined)
 : 3.3	i	-4.0	0.532	0.367	7.3%	9.6	/	-0.285	i	2.3	730	/	4.3%	0.286	-3.7	-2.8%
(25) CC1(C)C2([N+](=O)[O-])CN3CC1([N+](=O)[O-])CN(C2)C31CCCC1
 : 2.6	i	1.6	-0.0236	-1.12	-0.1%	2.3	/	-0.208	i	1.5	/	/	-5.5%	0.679	/	2.8%
(26) Cc1cc(C)nc(N2CCC(C(=O)NCc3cccs3)CC2)n1
 : 2.6	i	11.2	-0.029	0.639	0.7%	6.1	0.92	-0.233	i	5.0	/	1193	-12.1%	-0.46	/	0.5%
(27) COc1cc(OC)cc(C(=O)Nc2nc(-c3ccccc3)c(-c3ccccc3)o2)c1
 : 2.2	i	-1.4	0.254	0.0529	-12.8%	10.3	-0.25	-0.22	i	2.6	675	1179	-2.0%	0.369	7.2	-1.7%
(28) COc1cccc(C2N(c3ccc(Cl)cc3)C(=O)C3CCCN32)c1 (centres undefined)
 : 4.8	i	/	0.537	-0.449	6.2%	8.7	-0.76	-0.0957	/	2.4	670	1139	3.0%	0.309	-31.5	-1.0%
(29) Cn1nc(CC(=O)NC2CCCCCC2)c2ccccc2c1=O
 : 2.5	i	3.2	-0.372	0.62	16.4%	2.9	-1.01	-0.306	i	3.3	/	803	3.8%	-0.804	/	-1.7%
(30) CCCCn1c(-c2csc(C(C)C)c2)n[nH]c1=S
 : 1.1	i	7.9	-0.47	0.58	6.5%	9.8	-0.07	-0.271	i	3.6	600	1259	-0.7%	-0.317	-5.9	-1.5%

More entries follow:
Fields – MT stabilize HCS	Yfh1-depleted yeast	Autophagy HCS cell loss 18 h	Dynein cargo inh nuclear GR-EGFP	Dynein cargo inh cell count	M1AAP inhibition	MT stabilize HCS cytotoxicity %	Ins promoter up	Dynein cargo inh cytoplasmic EGFP	Autophagy HCS	MT stabilize HCS Hoechst-high %	Hep lipid drop cells 6.5 µM	Ins promoter up cell count	M17LAP inhibition	Dynein cargo inh	Hep lipid drop	CSM14.1 death rescue
(31) Cc1cc(N2CCCCC2)nc(N2CCCCC2)n1
 : 4.2	i	15.0	0.379	-0.484	7.1%	8.6	0.05	0.0304	i	1.5	668	1539	-1.1%	0.631	5.3	-2.5%
(32) Cc1cc(C)c2nc(NC(=O)c3cc(C)on3)sc2c1
 : 1.3	i	-15.2	1.96	-1.6	4.0%	6.5	0.16	-0.123	i	1.5	821	936	0.2%	2.21	-10.1	2.0%
(33) COc1ccccc1-c1cc(C(=O)N/N=C/c2cccs2)c2ccccc2n1
 : 1.6	/	-12.8	0.0404	-0.00329	8.3%	6.3	/	-0.183	i	1.7	822	/	11.4%	-0.0498	17.1	0.2%
(34) Clc1ccc(Cc2nnc(-c3cccs3)o2)cc1
 : 3.0	/	16.8	0.719	0.361	2.7%	5.5	-0.61	-0.244	i	1.8	677	1155	-4.8%	0.00457	-2.0	-3.3%

Screening results deposited in PubChem BioAssay by several laboratories.
